Screens from PubChem BioAssay.
TLR9-MyD88 inh = blocks human TLR9 binding to MyD88; AID 504734; 340,000 tested, 0.21% active; CHO BLA complementation TLR9-MyD88, CCF4 FRET ratio; inhibition, % at 4.98 µM; Q9NR96+Q99836;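 active = inhibition above the mean over all tested compounds plus 3 SD, cut at about 21% in these data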;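 also: 0% = DMSO only wells and 100% = clavulanate BLA inhibitor control wells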
COUP-TFII inh = inhibitors of human COUP-TFII (NR2F2) | HEK293T NGFI-A luciferase reporter, luminescence | P24468 | AID 686940 | 370,000 tested, 0.7% active | inhibition, % at 8.6 µM;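 active = inhibition above a per-plate cutoff, mean inhibition of test wells between control levels plus 3 SD, cut at about 38% in these data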;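 also: cells cotransfected with COUP-TFII expression vector driving the NGFI-A reporter; 0% = median of COUP-TF2 test wells and 100% = reporter-only cells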
ABHD5 PLIN5 PPI = inhibitors of human ABHD5-perilipin-5 interaction; inhibition, % at 4 µM; Q00G26+Q8WTS1; 360,000 tested, 0.78% active; Split G. princeps luciferase complementation, luminescence, 4 h;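 active = inhibition above the mean inhibition across every tested compound plus 3 SD, cut at about 22% in these data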;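 also: 0% = DMSO only wells and the 100% control is not disclosed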
SRC3 inh = human NCOA3 inhibition; Q9Y6Q9; HEK293 GAL4-SRC3 luciferase reporter, luminescence; inhibition, % at 3.6 µM; 360,000 tested, 0.17% active; AID 588352;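 active = inhibition above a per-campaign cutoff, the mean of all compounds plus 3 SD, cut at about 60% in these data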;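 also: 0% = DMSO-treated cells and 100% = gossypol-treated cells at 36 µM; higher means less SRC3-driven luciferase light from the GAL4 reporter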
SRC1 inh = inhibitors of human steroid receptor coactivator 1 (SRC1) | Q15788 | HEK293 GAL4-SRC1 luciferase reporter, luminescence | inhibition, % at 3.6 µM | 360,000 tested, 0.12% active | AID 588354;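 active = inhibition above the campaign mean plus 3 SD, with each screening campaign given its own cutoff, cut at about 60% in these data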;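 also: 0% = DMSO treated cells and 100% = gossypol at 36 µM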
MC4R barr agon = activates human MC4R beta-arrestin recruitment | P32245 | U2OS MC4R beta-arrestin complementation, luminescence; percent of melanotan II response, DMSO zero | activation, % at 8.9 µM | 360,000 tested, 0.98% active;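 active = activation above a per-plate cutoff, the mean activation of sample wells on that plate plus 3 SD, cut at about 8% in these data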
Target sequence (P32245 whole entry, looked up): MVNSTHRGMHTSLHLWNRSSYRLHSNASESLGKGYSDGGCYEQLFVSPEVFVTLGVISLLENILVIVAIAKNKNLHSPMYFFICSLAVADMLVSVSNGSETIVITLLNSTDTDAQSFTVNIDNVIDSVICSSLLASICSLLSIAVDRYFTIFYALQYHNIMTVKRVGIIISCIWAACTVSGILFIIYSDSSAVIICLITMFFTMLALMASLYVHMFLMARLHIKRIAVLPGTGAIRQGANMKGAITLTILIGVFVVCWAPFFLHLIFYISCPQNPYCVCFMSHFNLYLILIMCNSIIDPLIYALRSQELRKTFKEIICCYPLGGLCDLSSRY
NCOA2 inhibitor = inhibits human steroid receptor coactivator 2. Q15596. HEK293 GAL4-SRC2 luciferase reporter, luminescence. inhibition, % at 9 µM. 370,000 tested, 0.17% active. AID 651957;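 active = inhibition above the mean inhibition of all tested compounds plus 3 SD, set per campaign, cut at about 52% in these data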;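 also: 0% = DMSO treated cells and 100% = cells given Gossypol at 36 µM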
NOD2-RIPK2 inh = inhibitors of human NOD2-RIPK2 interaction | 360,000 tested, 0.38% active | O43353 | inhibition, % at 4.98 µM | CHO BLA complementation NOD2-RIPK2, CCF4 ratio; in the data active = inhibition above about 21%;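 also: 0% = vehicle only and 100% = reference blocker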
LRH-1 inv ag = inverse agonists of human LRH-1 (NR5A2) | inhibition, % at 3.6 µM | O00482 | 360,000 tested, 0.13% active | HEK293T StAR-luciferase reporter, LRH-1 transfected, 24 h | AID 602396;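 active = inhibition above the mean inhibition of all tested compounds plus 3 SD, cut at about 73% in these data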;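 also: 0% = DMSO wells and 100% = reporter-only cells lacking LRH-1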
Target sequence (O00482 whole entry, looked up): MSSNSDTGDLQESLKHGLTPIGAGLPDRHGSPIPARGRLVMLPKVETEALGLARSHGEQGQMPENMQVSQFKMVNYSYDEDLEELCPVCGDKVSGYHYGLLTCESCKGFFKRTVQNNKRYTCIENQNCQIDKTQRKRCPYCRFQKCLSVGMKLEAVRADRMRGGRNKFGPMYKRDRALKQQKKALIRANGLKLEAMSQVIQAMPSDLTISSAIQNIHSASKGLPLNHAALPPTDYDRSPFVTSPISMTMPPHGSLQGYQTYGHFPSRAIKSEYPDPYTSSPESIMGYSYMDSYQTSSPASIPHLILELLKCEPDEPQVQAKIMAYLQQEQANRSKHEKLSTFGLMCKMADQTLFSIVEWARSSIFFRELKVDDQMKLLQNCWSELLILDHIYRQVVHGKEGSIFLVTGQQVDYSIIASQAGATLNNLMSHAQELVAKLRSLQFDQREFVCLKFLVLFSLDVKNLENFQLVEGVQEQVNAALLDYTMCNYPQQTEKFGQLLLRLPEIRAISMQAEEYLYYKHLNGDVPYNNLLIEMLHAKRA
MC4R antagonist = human MC4R antagonism in cAMP assay. P32245. MC4R-expressing cells, MTII-stimulated cAMP, LANCE TR-FRET. inhibition, % at 6.5 µM. 360,000 tested, 0.48% active. AID 540295;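 active = inhibition above its plate's cutoff, the mean of tested wells on that plate plus 3 SD, cut at about 29% in these data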;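 also: 0% = Melanotan II alone and 100% = Melanotan II plus saturating MCL0020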
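System: U2OS cells stably expressing human melanocortin 4 receptor (MC4R). Reagent: Melanotan II challenge after compound preincubation. Doses: 6.5 µM. Times: 30-min compound, 1-h challenge, 1-h detection, room temperature. Measured by: TR-FRET with Eu-cAMP and labeled anti-cAMP, 671 nm. Replicates: singlicate.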
LMP1 NFkB inh = reduces LMP1-driven NF-kappaB luciferase signal; LMP1-induced NF-kappaB luciferase reporter cells, luminescence; inhibition, % at 12.5 µM; 350,000 tested, 0.69% active; AID 504558; in the data active = inhibition above about 41%;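 also: 0% = neutral control wells and 100% = reference inhibitor control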
Active calls of the source: *; · = no result given. Only part of the results is shown; count on the stated rates, not on these rows.

TLR9-MyD88 inh,COUP-TFII inh,ABHD5 PLIN5 PPI,SRC3 inh,SRC1 inh,MC4R barr agon,NCOA2 inhibitor,NOD2-RIPK2 inh,LRH-1 inv ag,MC4R antagonist,LMP1 NFkB inh,SMILES
·,-52.8,-0.3,-9.5,8.8,-1.6,3.3,3.2,21.1,-26.9,·,CC(=O)Nc1cccc(-c2ccnc3c2CC(C)(C(=O)NCc2ccccc2)O3)c1 (configuration not stated)
4.8,-0.3,-2.1,1.9,5.7,0.1,-14.4,0.1,-16.0,-3.9,-8.8,O=C(COC(=O)/C=C/c1ccccc1)NCc1ccccc1Cl
-15.5,-5.1,8.9,-12.2,5.4,0.7,21.2,-2.9,9.9,3.7,-1.7,CCc1cccc2c(SCC(=O)NCC3CCCO3)nc(-c3ccc(F)cc3)nc12 (configuration not stated)
·,-20.7,1.0,-48.4,-67.4,-2.1,-66.1,-15.6,-148.7,-7.6,-21.4,CC(=O)c1cc(C#N)c(SCc2ccccn2)nc1C
8.3,-12.4,0.9,12.3,-8.5,-2.4,-13.4,-0.2,-2.1,-2.0,6.7,O=C(Nc1nnc(-c2cccs2)o1)c1cc(-c2ccccc2)nc2ccccc12
-9.2,27.1,-3.6,17.9,11.2,3.3,-0.3,-7.4,-11.7,-6.1,1.7,Cc1cc(C)c(OCC(=O)N(Cc2ccc(N(C)C)cc2)C2CCS(=O)(=O)C2)c(C)c1 (configuration not stated)
-2.6,7.8,4.3,0.3,-4.3,0.7,-21.9,-8.2,17.1,-5.6,-1.2,CC1Cc2nc(SCC(=O)N3CCc4ccccc43)n(C)c(=O)c2S1 (configuration not stated)
0.6,-9.2,-9.9,-0.8,14.2,-1.1,19.0,1.2,0.2,-1.7,-6.0,O=C(CSc1nc(C2CCCCC2)nc2ccccc12)NCc1ccc2c(c1)OCO2
3.9,9.4,-1.5,-7.0,-29.3,-0.4,4.3,-0.7,3.7,0.0,0.3,O=C(c1cc(COc2ccc(F)cc2F)on1)N1CCN(C(=O)c2ccco2)CC1
8.5,4.9,-1.9,-2.9,9.5,-2.1,7.3,-13.7,-13.6,1.9,-8.1,CCCC(=O)NC(Nc1c(C)n(C)n(-c2ccccc2)c1=O)C(Cl)(Cl)Cl (configuration not stated)
-15.1,-28.9,4.0,10.4,0.2,-0.2,-11.0,-3.8,10.0,-3.6,2.1,O=C(Cc1ccc(F)cc1)Oc1ccc(C(=S)N2CCCC2)cc1
-6.1,-4.3,-1.5,2.6,-13.6,1.4,2.0,-10.8,-12.2,19.2,-5.6,COc1ccc(NC(=O)Nc2ccc3c(c2)C(=O)N([C@@H](C)CO)C[C@@H](C)[C@@H](CN(C)S(=O)(=O)c2cccs2)O3)cc1
0.9,-0.1,4.4,-11.6,-9.4,0.5,-30.5,-12.0,5.7,8.1,-1.4,CC(C(=O)O/N=C(\N)c1ccccn1)c1ccc([N+](=O)[O-])cc1 (configuration not stated)
5.7,0.6,-3.0,-1.8,-47.2,-1.6,11.6,2.4,-0.1,5.7,7.0,C=CCn1c(SCC(=O)NC(=O)NC)nnc1C1CCCCC1
0.7,19.8,0.0,-5.5,-0.4,1.6,2.2,-20.7,25.8,-2.7,-3.1,Cc1nc2cc(C)c(C)cc2o1
-62.5,-40.7,-5.6,-108.9,-91.4,-0.3,-11.8,-10.9,-77.4,-4.6,-7.5,O=C(Nc1cnc2ccccc2c1)c1cccnc1
·,6.7,-2.6,·,·,·,5.9,-1.6,-21.1,·,·,Nc1c(-c2ccc(F)cc2)nc2ncccn12
-4.6,-16.5,1.4,4.4,-22.9,5.3,-24.9,-9.2,-11.2,23.6,-5.5,CN(CCc1ccccn1)C(=S)Nc1ccc(Cl)cc1Cl
-2.2,1.2,1.7,-12.7,-18.7,-2.8,-7.0,-7.3,-17.2,11.5,-0.4,Nc1nnnn1NCc1cccc(OCc2ccccc2)c1
-8.8,-3.1,-1.0,21.6,-2.0,-0.4,-8.4,-6.5,17.8,0.2,-21.4,COc1ccc(-n2c(C)n[nH]c2=O)cc1OC
3.2,35.5,0.8,10.0,13.3,1.2,12.8,-7.0,0.2,18.5,28.6,COc1ccc(CC(=O)Nc2nc(-c3ccc(OC)c(OC)c3)cs2)cc1OC
·,0.6,10.7,15.6,3.1,0.1,13.5,1.9,21.1,2.5,·,COc1ccc(C(CCNC(C)c2ccccc2)C(C)C)cc1 (configuration not stated)
-8.8,13.8,1.1,9.3,11.3,0.5,6.5,2.6,10.4,1.5,0.8,O=C(O)c1cc(S(=O)(=O)N(Cc2ccccc2)c2cccc(C(F)(F)F)c2)ccc1Cl
·,10.1,-5.1,-12.0,-4.5,0.2,13.7,-3.4,-24.9,7.5,·,OC[C@@H]1CN(Cc2ccc(Cl)cc2)C[C@H](n2cnc3c(NCc4ccncc4)ncnc32)O1
2.8,-0.8,3.1,-9.6,2.2,1.1,-17.7,-11.1,-19.6,-0.1,-3.8,C/C(=N\NC(=O)COc1ccc([N+](=O)[O-])cc1)C(C)(C)C

TLR9-MyD88 inh,COUP-TFII inh,ABHD5 PLIN5 PPI,SRC3 inh,SRC1 inh,MC4R barr agon,NCOA2 inhibitor,NOD2-RIPK2 inh,LRH-1 inv ag,MC4R antagonist,LMP1 NFkB inh,SMILES
6.5,0.0,1.1,-18.8,7.6,0.1,0.3,0.3,-27.4,4.7,-4.2,Cc1c(C(=O)NC2CCN(Cc3ccccc3)C2)oc2c(Cl)cccc12 (configuration not stated)
-3.5,15.1,2.9,5.5,-6.2,-2.7,8.8,-2.2,6.4,16.3,19.7,COc1ccccc1CNC(=O)CSc1nc(N)c(C#N)c(-c2cccs2)c1C#N
78.5*,-7.3,5.8,-0.8,1.5,9.1*,10.1,30.7*,5.2,4.8,-2.8,N#C/C(=C\c1cn(Cc2ccc(F)cc2)c2ccccc12)C(=O)NCc1ccco1
1.5,10.7,0.1,7.3,-5.5,-1.0,16.6,-8.2,-0.7,3.7,0.0,Cc1cccc(NC(=O)COC(=O)c2ccc([N+](=O)[O-])o2)c1C
6.4,-39.9,1.4,-128.7,-50.0,-1.4,-64.4,6.2,-45.2,4.7,-15.4,CC(=O)n1nc(-c2ccccc2)nc1NCc1ccc(N(C)C)cc1
-4.6,-4.5,3.5,21.0,14.4,2.6,11.4,-0.5,-6.8,15.7,7.3,CCCCC(O)(CCCC)C(=O)N/N=C(\C)c1ccc(Cl)cc1
-2.7,-12.8,1.5,-32.5,-42.3,-2.4,-34.2,-6.2,-12.8,12.3,-7.8,Cc1cccc(-c2nsc(SCC(=O)NCC3CCCO3)n2)c1 (configuration not stated)
4.5,-14.2,-6.0,-56.8,-70.8,-0.8,-36.4,-9.5,-80.7,6.2,-8.7,c1ccc(Cn2cc(CSc3ccccc3)nn2)cc1
-9.9,8.6,-0.1,3.1,-3.4,-1.4,-8.2,6.4,2.3,-3.0,0.5,O=C(O)C(SC(C(=O)O)c1ccccc1)c1ccccc1 (configuration not stated)
·,6.5,3.0,5.3,6.2,-0.2,-13.2,-5.2,16.5,-0.9,·,CC(=O)Nc1ccc(NS(=O)(=O)c2ccc(-c3csc(C)n3)s2)cc1
-1.6,5.8,-3.4,-7.5,7.3,1.8,17.1,2.2,9.6,15.7,-1.0,COc1cc(CN2CC(=O)N(c3cc(Cl)ccc3C)C2=S)cc(OC)c1OC
-7.1,0.0,-1.6,-11.3,4.6,2.7,-5.3,-8.3,-1.2,8.0,-0.2,Cc1sc2ncnc(N3CCC(C(=O)Nc4ccc(Cl)c(Cl)c4)CC3)c2c1C
3.0,11.7,2.8,3.9,-19.2,-1.6,-6.4,-8.8,3.1,-2.1,3.8,O=C(CN1C(=O)/C(=C/c2ccccc2)Sc2ccccc21)NCCCN1CCOCC1
·,6.3,0.3,13.4,10.5,1.0,-3.7,-5.0,-1.1,3.0,·,CC(C)[C@@H](C(=O)N[C@@H](CCc1ccc(O)cc1)C(=O)O)N(C)C(=O)[C@H](CO)NC(=O)[C@@H](O)[C@H](N)CCCCCCCCl
-0.7,-19.6,-2.4,-4.9,-4.7,-0.4,-14.0,-6.2,1.4,21.5,2.4,COc1cccc2c1OC[C@@H](CO)[C@H]2N(C)C(=O)Nc1ccc(Cl)cc1
3.0,35.6,0.7,11.4,26.5,0.9,0.9,-1.0,36.3,7.1,27.7,CCOCCOC(=O)c1[nH]c2c(c1C)C(=O)CC(c1cc(OC)c(OC)c(OC)c1)C2 (configuration not stated)
-6.8,-2.4,5.7,2.6,-2.7,-5.2,-10.0,-3.8,-19.6,10.9,4.8,Cc1nonc1CN(C)C(=O)c1ccc(OC2CCN(C(=O)c3cccnc3)CC2)cc1
-4.2,-7.2,-1.3,-9.1,-37.2,-0.7,1.6,-2.5,-4.2,-3.8,6.0,Cc1ccc(NS(=O)(=O)c2ccc(CCC(=O)NC3CC3)cc2)cc1
0.3,-23.9,1.8,-56.3,-29.6,-2.1,-31.8,3.3,-51.5,4.2,-11.5,CC(C)CC(NC(=O)C1CCC(C)CC1)C(=O)Nc1ccccn1 (configuration not stated)
-5.4,3.8,-5.9,0.0,2.5,4.2,-13.3,4.5,-11.5,12.1,-1.4,CCC(=O)Nc1cc(C(=O)OCC(=O)c2ccc(Cl)cc2Cl)ccc1C

In another format: entries from further up
SMILES	TLR9-MyD88 inh	COUP-TFII inh	ABHD5 PLIN5 PPI	SRC3 inh	SRC1 inh	MC4R barr agon	NCOA2 inhibitor	NOD2-RIPK2 inh	LRH-1 inv ag	MC4R antagonist	LMP1 NFkB inh
c1ccc(Cn2cc(CSc3ccccc3)nn2)cc1	4.5	-14.2	-6.0	-56.8	-70.8	-0.8	-36.4	-9.5	-80.7	6.2	-8.7
O=C(O)C(SC(C(=O)O)c1ccccc1)c1ccccc1 (configuration not stated)	-9.9	8.6	-0.1	3.1	-3.4	-1.4	-8.2	6.4	2.3	-3.0	0.5
